Screens deposited in PubChem BioAssay by several laboratories.
Yeast lifespan up = extends the lifespan of yeast; hit rate 0.68% among 130,000; S. cerevisiae growth with nicotinamide, OD615; deaD strain in restrictive glucose medium; AID 775; inhibition of the nicotinamide effect, % at 10 µM;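 active means inhibition above a set limit, placed 3 SD over the median of all compounds, cut at about 26% in these data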;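 further: 0% = nicotinamide-treated wells and 100% = cells grown without nicotinamide; some compounds called inactive have numbers as strong as hits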
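Test system – modified budding yeast, DeaD strain · Compound – single dose 10 µM compound, 0.25% DMSO · Times – culture preincubation 4 h, compound exposure 48 h, both 30 °C · Detection – optical density (absorbance) at 615 nm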
E-sel TNF inh = blocks E-selectin expression induced by TNF alpha; HUVEC TNFa-induced E-selectin immunofluorescence, high content; hit rate 0.71% among 120,000; AID 1246; inhibition, % at 2 µM;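 active means inhibition above the batch mean plus 3 SD, and confirmed as a hit on visual image review, cut at about 43% in these data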;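 further: 0% = TNF-stimulated DMSO wells and 100% = unstimulated control wells; not every result past the cut was called active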
GALR2 antag = GALR2 (human) receptor antagonism; hit rate 0.39% among 140,000; inhibition, % at 4 µM; GALR2-expressing cells, antagonist mode; in the data active means inhibition above about 27%;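 further: cells stimulated with galanin 1-16 at roughly its EC80; 0% = agonist challenge control and 100% = basal control without agonist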
Target sequence (O43603 whole entry, looked up): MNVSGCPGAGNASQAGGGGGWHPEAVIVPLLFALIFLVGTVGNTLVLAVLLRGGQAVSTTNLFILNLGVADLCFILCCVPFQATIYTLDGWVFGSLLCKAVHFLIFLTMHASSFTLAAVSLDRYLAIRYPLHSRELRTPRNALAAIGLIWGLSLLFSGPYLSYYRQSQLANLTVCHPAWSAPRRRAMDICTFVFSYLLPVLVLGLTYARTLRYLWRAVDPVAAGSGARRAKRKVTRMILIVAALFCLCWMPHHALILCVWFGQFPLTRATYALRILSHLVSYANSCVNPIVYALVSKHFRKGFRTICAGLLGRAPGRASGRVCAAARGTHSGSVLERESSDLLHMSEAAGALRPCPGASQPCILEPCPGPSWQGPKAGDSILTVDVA
NPY Y2 blocker = blocks the human neuropeptide Y Y2 receptor; hit rate 0.99% among 140,000; NPY-Y2 expressing cells, antagonist mode; inhibition, % at 2.7 µM; AID 793; in the data active means inhibition above about 17%;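 further: 0% = vehicle with agonist challenge and 100% = reference antagonist with challenge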
Target sequence (P49146 whole entry, looked up): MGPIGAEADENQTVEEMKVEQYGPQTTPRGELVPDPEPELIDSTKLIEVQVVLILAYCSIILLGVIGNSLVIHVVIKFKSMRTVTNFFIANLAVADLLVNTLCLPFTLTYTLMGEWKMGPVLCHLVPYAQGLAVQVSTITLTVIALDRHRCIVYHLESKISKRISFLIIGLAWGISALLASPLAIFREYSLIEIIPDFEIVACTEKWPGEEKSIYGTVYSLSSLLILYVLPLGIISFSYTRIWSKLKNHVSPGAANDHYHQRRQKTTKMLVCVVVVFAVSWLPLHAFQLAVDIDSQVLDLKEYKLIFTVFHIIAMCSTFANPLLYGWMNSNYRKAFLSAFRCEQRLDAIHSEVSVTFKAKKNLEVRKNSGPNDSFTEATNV
PTEN del growth = growth suppressors of cells with PTEN tumor suppressor deletion | viability, % at 10 µM | AID 827 | HCT116 PTEN-null viability, CellTiter-Glo, 60 h; hits give low values | hit rate 1.2% among 140,000;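 active means viability at or below a set limit, 4 SD under the median of all tested compounds, cut at about 3.7% in these data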;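 further: PTEN knockout HCT116 line with beta catenin targeted HCT116 as companion control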
Yeast growth inh = reduces growth of yeast BB579 in restrictive medium. inhibition, % at 10 µM. AID 804. S. cerevisiae BB579 growth, OD615, 48 h. hit rate 0.51% among 140,000;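 active means inhibition above a set limit, 3 SD over the mean compound inhibition, cut at about 44% in these data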; further: inactives centre near -24
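Assay system: S. cerevisiae DeaD strain BB579 yeast. Medium: CSMM-D restrictive synthetic medium containing dextrose (glucose). Times: 4 h cell preincubation, 48 h compound exposure, 30 °C humidified. Signal: OD615 turbidity measurement. Benchmarks: positive control amphotericin B 10 µg/mL.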
MRP1 act = activators of MRP-1; H69AR cells + doxorubicin, viability rescue, CellTiter-Glo; viability increase, % at 10 µM; hit rate 0.61% among 140,000;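 active means viability gain under doxorubicin at or above a set limit, the compound median plus 3 SD, cut at about 4.7% in these data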;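 further: MRP-1 overexpressing cells given doxorubicin 25 µM after compound pretreatment; 18-22 h compound pretreatment then 72 h with doxorubicin before readout; 0% = doxorubicin-only wells and 100% = vehicle-treated cells without doxorubicin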
Measles CPE = protection of cells from measles virus | protection (pct of control), % at 4 µM | hit rate 1.5% among 140,000 | Measles virus-infected cells, CPE protection, absorbance; in the data active means protection mostly above about 24%, no sharp cut-off; inactive means mostly below about 26%; further: some compounds called inactive have numbers as strong as hits
Phagocyt inh = inhibitors of macrophage phagocytosis | J774A.1 macrophage IgG-bead phagocytosis, imaging | inhibition, % at 5 µM | hit rate 0.07% among 110,000;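 active means inhibition above the mean of the plate negative controls plus 5 SD, cut at about 13% in these data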;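 further: phagocytic index as fraction of beads internalized from green versus red external bead signal; plate controls were DMSO negative control for no effect and cytochalasin-D positive control for full effect; some results beyond the cut were filed as inactive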
bCat KO growth = beta-catenin-lacking colon tumor cell growth suppression; hit rate 1.5% among 140,000; HCT116 beta-catenin knockout viability, CellTiter-Glo, 60 h; hits give low values; viability, % at 10 µM;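 active means viability at or under a set limit, the compound median less 4 SD, cut at about 6% in these data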;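 further: 0% = Hyamine 1622 control at 20 µM and 100% = untreated cell control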
The depositor's hits bear a star; / = no result given.

SMILES	Yeast lifespan up	E-sel TNF inh	GALR2 antag	NPY Y2 blocker	PTEN del growth	Yeast growth inh	MRP1 act	Measles CPE	Phagocyt inh	bCat KO growth
COC(=O)c1c(NC(=O)Cc2ccccc2)sc(C)c1C	-15	15	-16	5	99	-25	-0.4	15	0	90
CCN(CC)S(=O)(=O)c1cccc(NC(=O)COC(=O)CCc2nc3ccccc3s2)c1	-14	-9	0	5	96	-32	-1.8	16	/	93
CCCCCCP(=O)(O)c1ccccc1	-15	-44	-5	5	106	-38	-1.3	35	-2	95
Cc1cc(NC(=O)C2CCN(S(=O)(=O)c3cnc[nH]3)CC2)ccc1Br	0	0	9	2	97	-2	-1.7	26	-2	96
COc1ccc(OC)c(S(=O)(=O)N2Cc3ccccc3CC2C(=O)O)c1 (configuration not stated)	0	5	-6	2	101	-32	-1.1	9	-1	93
Cc1noc(C)c1CSc1nnc(-c2cccnc2)n1C1CCCCC1C (configuration not stated)	-10	-20	7	1	96	-54	-1.8	6	0	108
CC1=C(C(=O)OC(C)C)C(c2ccccc2Cl)CC(=O)N1 (configuration not stated)	-7	-2	9	4	93	-8	-3.5	2	3	90
COc1cccc(CNC(=O)CSCc2cnn(-c3ccccc3)c2-n2cccc2)c1OC	-5	41	-12	3	87	-58	-0.7	12	-2	84
CC1CCN(S(=O)(=O)c2ccc3c(c2)c(=O)c(C(=O)NCc2cccs2)cn3C)CC1	2	1	-5	0	50	-35	-3.0	12	-3	51
Cc1nn(Cc2cccc(C(=O)NC3CCCCC3)c2)c(C)c1Cl	24	3	-3	-1	61	-16	-1.5	2	/	55
Cc1ccc(-c2nc3ccccc3n2C)o1	-10	-11	-3	2	72	-32	-0.6	7	0	79
NC(=O)c1nsnc1-c1ccccc1O	14	-14	3	0	96	-11	-2.2	5	0	91
O=C(CS(=O)(=O)Cc1ccccc1)Nc1nc2c(s1)CCCC2	-11	-30	-13	3	79	-35	-1.6	7	-3	93
Cc1cc(Nc2ccccc2)n(-c2ccccc2)n1	35	1	-10	-1	90	-8	-1.4	8	4	91
CCCOC(=O)c1ccc(NC(=O)c2cc(Cl)ccc2OC)cc1	-1	14	-6	8	90	-16	0.8	30	/	86
COc1ccccc1C(=O)N1CCCN(C(=O)c2ccccc2OC)CC1	-3	-9	-9	1	97	-1	-1.7	25	1	101
CCOc1ccc(NC(=O)CSc2nnc(-c3ccccc3)n2N)cc1	-7	/	2	-2	101	-23	-2.5	19	2	92
COc1ccc(/C=N/N=C/c2ccc(OC)c(O)c2)cc1O	-20	9	-3	0	101	-4	-2.6	18	/	117
NC(=O)c1ccccc1NC(=O)CCCN1C(=O)CCC1=O	-17	-56	11	0	91	-46	-1.6	9	0	95
C#CCn1c(=NC(=O)c2ccc(Br)s2)sc2cc(NC(C)=O)ccc21	-5	/	4	1	96	-11	-0.5	4	-3	93
Cc1cc(C)n2nc(CC(=O)NC3CCCCCCC3)nc2n1	-20	-9	5	2	85	-7	-3.3	3	0	85
COc1cccc(/C=N/NC(=O)c2[nH]c(C)c(C(=O)N/N=C/c3cccc(OC)c3O)c2C)c1O	-20	7	6	0	11	-17	2.2	28	1	12
COc1cccc(OC)c1C(=O)Nc1cc(Cl)ccc1N1CCOCC1	-21	-2	1	2	104	-2	-3.9	5	0	101
O=C1S/C(=C\c2ccc(N3CCOCC3)o2)C(=O)N1Cc1ccc(F)cc1	-1	/	5	1	83	-27	-1.9	10	/	80
Cc1ccc(C)c(Cn2c(C(=O)OC(C)C)cc3c2ccn3C)c1	2	2	1	6	61	-49	0.0	8	/	61
Cc1c(CNC(=O)c2nn3c(c2Cl)NC(c2ccccc2)CC3C(F)(F)F)cnn1C (configuration not stated)	-7	/	-2	-1	65	25	-0.6	15	/	78
COc1ccc(NC(=O)N2CCOCC2)cc1OC	-9	-1	-13	-2	84	-21	0.7	7	-1	91
CCn1c2ccccc2c2cnc(N=CN(C)C)c(C#N)c21	-28	12	-1	0	61	8	-4.8	13	/	70
CCCCn1c(CN2CCN(c3cccc(Cl)c3)CC2)nc2c1c(=O)n(C)c(=O)n2C	-8	-11	-20	6	14	-39	-1.6	7	6	11
O=c1cc(N2CCOCC2)[nH]c(=O)n1-c1ccc(Cl)cc1	-6	/	4	4	101	-3	-0.8	9	0	101

10 compounds out of the list, arranged by molar mass, low to high.
SMILES	Yeast lifespan up	E-sel TNF inh	GALR2 antag	NPY Y2 blocker	PTEN del growth	Yeast growth inh	MRP1 act	Measles CPE	Phagocyt inh	bCat KO growth
CCCCCCP(=O)(O)c1ccccc1	-15	-44	-5	5	106	-38	-1.3	35	-2	95
NC(=O)c1ccccc1NC(=O)CCCN1C(=O)CCC1=O	-17	-56	11	0	91	-46	-1.6	9	0	95
O=c1cc(N2CCOCC2)[nH]c(=O)n1-c1ccc(Cl)cc1	-6	/	4	4	101	-3	-0.8	9	0	101
Cc1ccc(C)c(Cn2c(C(=O)OC(C)C)cc3c2ccn3C)c1	2	2	1	6	61	-49	0.0	8	/	61
CCCOC(=O)c1ccc(NC(=O)c2cc(Cl)ccc2OC)cc1	-1	14	-6	8	90	-16	0.8	30	/	86
COc1ccccc1C(=O)N1CCCN(C(=O)c2ccccc2OC)CC1	-3	-9	-9	1	97	-1	-1.7	25	1	101
Cc1cc(NC(=O)C2CCN(S(=O)(=O)c3cnc[nH]3)CC2)ccc1Br	0	0	9	2	97	-2	-1.7	26	-2	96
C#CCn1c(=NC(=O)c2ccc(Br)s2)sc2cc(NC(C)=O)ccc21	-5	/	4	1	96	-11	-0.5	4	-3	93
CCCCn1c(CN2CCN(c3cccc(Cl)c3)CC2)nc2c1c(=O)n(C)c(=O)n2C	-8	-11	-20	6	14	-39	-1.6	7	6	11
COc1cccc(/C=N/NC(=O)c2[nH]c(C)c(C(=O)N/N=C/c3cccc(OC)c3O)c2C)c1O	-20	7	6	0	11	-17	2.2	28	1	12

Other compounds.
SMILES	Yeast lifespan up	E-sel TNF inh	GALR2 antag	NPY Y2 blocker	PTEN del growth	Yeast growth inh	MRP1 act	Measles CPE	Phagocyt inh	bCat KO growth
Cc1ccc(C)c(OCc2nc(-c3cccnc3)no2)c1	-6	/	5	5	93	-12	-3.1	13	5	103
COc1ccc(-c2nc(NC(=O)Cn3c(=O)oc4ccccc43)sc2C)cc1	1	/	0	1	59	-30	-4.0	14	/	74
CCNC(=O)N1CCNC(=O)C1CC(=O)OC (configuration not stated)	-1	-12	7	8	95	10	-0.1	18	1	99
CCOC(=O)/C(C#N)=C/c1ccc(-c2ccsc2C(=O)OC)o1	-8	4	-9	0	94	-5	-1.9	8	/	101
Cc1oc2c(CN3CCCC3)c(O)ccc2c(=O)c1-c1ccc(Br)cc1	-29	/	-2	2	94	-4	-5.2	1	0	76
CCOC(=O)c1cc2c(=O)n3ccccc3nc2n(Cc2ccccc2)c1=N	16	-11	-2	2	74	-62	-1.2	5	-1	67
CCCC(=O)OCC(=O)Nc1ccc(N=Nc2ccccc2)cc1	-7	/	-3	-1	78	-1	-3.3	5	-2	84
Cn1c(=O)cc(SCC(=O)NCC2CCCO2)c2ccccc21 (configuration not stated)	-5	/	6	5	100	-8	-1.9	5	-1	99
O=C(CO/N=C/c1ccccc1)N1c2ccccc2Oc2ccccc21	/	0	6	9	82	-29	0.1	6	/	81
CC(=O)c1c(C)[nH]c(C(=O)Nc2ccc(Cl)c(S(=O)(=O)N3CCOCC3)c2)c1C	1	/	8	0	43	-20	-3.2	5	-5	53
CSc1cc(-c2ccccc2)n(Cc2ccc(Cl)cc2Cl)c(=O)c1C#N	-3	20	-2	2	102	-10	-1.2	14	1	96
CC1CCCC(C)N1C(=O)CSc1nnc(NC(=O)Cc2cccs2)s1 (configuration not stated)	-19	/	-1	1	79	2	-2.5	46*	0	75
O=C(CCN1C(=O)c2ccccc2C1=O)Nn1cnnc1	-1	/	3	1	93	-25	-0.7	3	-1	97
COc1cc(OC)c(C(=O)NC2CC(C)(C)NC(C)(C)C2)cc1OC	-4	34	1	2	103	-23	-0.5	6	-1	87
CCCNS(=O)(=O)c1ccc(CCC(=O)Nc2ccc3c(c2)OCCO3)cc1	2	17	3	0	98	-17	-1.6	2	/	86
Cc1ccccc1-n1c(SCC(=O)c2c(N)n(C)c(=O)n(C)c2=O)nnc1-c1cccnc1	3	/	3	1	97	-9	-0.1	21	-7	92
COCCn1c(-c2ccccc2)nc2ccccc21	-5	15	8	0	102	-27	-2.4	8	0	101
O=C(O)c1cc2n(n1)C(C(F)(F)F)CC(c1ccccc1)N2 (configuration not stated)	-3	11	-5	5	93	4	-1.6	6	3	91
O=[N+]([O-])c1ccc(-c2nnc(-c3ccccc3)c(N3CCOCC3)n2)cc1	-18	-25	6	2	98	-17	-1.0	4	0	109
Cc1[nH][nH]c(=O)c1C(c1ccc(-c2ccc(Cl)c(Cl)c2)o1)c1c(C)[nH][nH]c1=O	2	11	1	2	43	-17	-3.8	5	0	49
COc1c(OC(C)=O)ccc(/C=C/c2ccc3cccc(OCc4ccccc4)c3n2)c1[N+](=O)[O-]	6	/	-22	0	52	-39	-4.3	12	-7	56
CCn1c2ccccc2c2cc(NC(=O)Cc3ccc(S(=O)(=O)N4CCOCC4)s3)ccc21	0	-5	-48	0	57	-20	-3.8	9	-3	60
CC1CCCCC1NC(=O)c1nnc(Cc2ccc(Cl)cc2)o1 (configuration not stated)	4	-6	6	2	89	-38	-1.0	5	/	97
O=C(CSc1nnc(-c2csc3c2CCCC3)o1)Nc1ccccc1	-3	-7	-4	2	55	-41	-3.9	22	0	58
CCOC(=O)CSc1ccc(S(=O)(=O)N2CCC(C)CC2)cc1[N+](=O)[O-]	8	-5	-11	-2	83	-40	-2.6	6	-3	91
O=C(O)CCCC(=O)NCCc1ccncc1	-9	-24	-12	3	105	-44	-0.2	6	-2	98
O=C(Oc1ccc(Cl)c2cccnc12)C12CC3CC(CC(C3)C1)C2	7	/	-6	6	10	-29	-4.7	4	-7	18
COc1ccc(-n2cnc3c(sc4nccc(N(C)C)c43)c2=O)cc1	-6	19	9	2	105	-9	-2.2	20	2	96
CCNCC(=O)N1c2ccccc2CCc2ccc(NC(C)=O)cc21	/	8	-2	0	96	-31	-1.0	19	/	93
Cc1nn(C)cc1CNC(=O)c1ccc(F)cc1	6	-14	-5	1	96	-9	-0.4	27	-5	96
